# FXIIa inh mix – blocks human factor XIIa in pooled compound mixtures; actives 0.2% (n = 62,000); purified FXIIa, fluorogenic substrate; inhibition, % at 5 µM;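 also: 0% = enzyme without compound and 100% = no enzyme blank; some results filed as inactive read as strong as hits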
# CatL block – inhibitors of human cathepsin L; P07711; purified cathepsin L, fluorogenic substrate, fluorescence; inhibition, %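 (tested at 10 µM)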; actives 0.17% (n = 58,000); AID 460; in the data active = inhibition above about 45%;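 also: 0% = enzyme with no compound and 100% = no enzyme blank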
# Target sequence (P07711 114-288 limits assumed): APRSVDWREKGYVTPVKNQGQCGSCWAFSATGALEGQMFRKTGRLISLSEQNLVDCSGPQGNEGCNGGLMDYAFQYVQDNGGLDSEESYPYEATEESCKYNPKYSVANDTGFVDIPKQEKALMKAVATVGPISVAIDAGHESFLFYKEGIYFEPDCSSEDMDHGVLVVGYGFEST
# Target sequence (P07711 292-333 limits assumed): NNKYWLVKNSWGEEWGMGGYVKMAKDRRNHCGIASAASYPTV
# C1s inh – blocks human complement C1s protease activity | P09871 | purified C1s, fluorogenic AMC substrate, pooled mixtures | mean inhibition % of two 10-compound mixtures (active compounds read high), % at 5 µM (by protocol) | actives 0.16% (n = 62,000);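 active = inhibition above 20% in each of the two 10-compound mixture wells holding the compound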;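 also: 0% = enzyme wells lacking compound mixture and 100% = no-enzyme blank wells; some compounds called inactive have numbers as strong as hits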
# Target sequence (P09871 16-437 limits assumed): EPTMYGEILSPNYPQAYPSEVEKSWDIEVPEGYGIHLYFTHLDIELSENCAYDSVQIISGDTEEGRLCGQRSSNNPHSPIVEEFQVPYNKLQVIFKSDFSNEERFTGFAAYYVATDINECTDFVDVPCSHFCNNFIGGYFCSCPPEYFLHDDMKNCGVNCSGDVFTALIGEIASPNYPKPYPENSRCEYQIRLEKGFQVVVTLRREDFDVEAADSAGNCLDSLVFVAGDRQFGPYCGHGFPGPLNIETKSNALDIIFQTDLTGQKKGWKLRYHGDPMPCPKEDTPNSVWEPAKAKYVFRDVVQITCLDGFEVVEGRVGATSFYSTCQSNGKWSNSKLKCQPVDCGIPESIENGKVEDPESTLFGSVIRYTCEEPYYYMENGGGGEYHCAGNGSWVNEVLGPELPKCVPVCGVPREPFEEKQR
# Target sequence (P09871 438-688 limits assumed): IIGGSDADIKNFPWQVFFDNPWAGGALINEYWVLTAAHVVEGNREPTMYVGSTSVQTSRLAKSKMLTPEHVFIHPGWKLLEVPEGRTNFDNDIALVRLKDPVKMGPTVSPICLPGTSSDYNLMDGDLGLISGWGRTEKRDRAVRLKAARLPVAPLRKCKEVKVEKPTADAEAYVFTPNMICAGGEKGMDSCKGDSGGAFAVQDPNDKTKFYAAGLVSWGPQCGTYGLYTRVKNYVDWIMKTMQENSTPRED
# DUSP1 inh – inhibitors of human MKP-1 phosphatase. P28562. recombinant MKP-1, OMFP hydrolysis fluorescence. inhibition, %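 (compounds tested at a single concentration somewhere between 10 and 100 µM)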. actives 0.15% (n = 65,000);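 active = inhibition above about 50%, limit read from the data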;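 also: 0% = DMSO max control wells and 100% = wells with enzyme stopped by NaOH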
# FXIa inh mix – blocks human factor XIa in pooled compound mixtures. purified FXIa, fluorogenic substrate. inhibition, % at 5 µM. actives 0.19% (n = 62,000). AID 680;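 also: each value is inhibition by a whole ten-compound pool holding the compound; 0% = enzyme with no mixture and 100% = wells lacking enzyme; strong numbers were not always called active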
# Cdc25B block – inhibitors of human Cdc25B phosphatase; inhibition, %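 (compounds tested at 10 µM final in the well)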; recombinant Cdc25B, OMFP fluorescence Ex485/Em525; P30305; actives 0.1% (n = 65,000); in the data active = inhibition above about 50%
# 5HT1a ag – activates the human 5-HT1a serotonin receptor | actives 0.56% (n = 65,000) | activation, % at 10 µM | AID 567 | P08908 | CHO 5-HT1a Ga15 NFAT-bla reporter, FRET ratio; 0% basal, 100% maximal reference agonist;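 active = activation above the screen-wide mean activation plus 3 SD, cut at about 19% in these data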;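 also: 0% = DMSO wells and 100% = 5-CT at EC100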
# CatG inh – cathepsin G (human) inhibition. purified enzyme, AMC-tetrapeptide fluorescence, pooled mixtures. actives 0.2% (n = 62,000). P08311. AID 581. inhibition, % at 5 µM (by protocol);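 active = inhibition above 20% in each of the two mixture wells holding the compound; inactive = inhibition of 20% or less in either well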;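 also: 0% = enzyme control without mixture and 100% = blank lacking enzyme; strong numbers were not always called active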
# Hsp90 block – displaces geldanamycin probe from tumor Hsp90; NCI-N417 lysate Hsp90, Cy3B-geldanamycin FP displacement; inhibition, % at 30 µM; actives 0.35% (n = 64,000); AID 429;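 active = inhibition above 50%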;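 also: 0% = tracer plus lysate wells and 100% = tracer alone without lysate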
# * marks the source's active call; other numbers are inactive results; x = not tested or not shown. Rule as the data show it, unless noted: active = inhibition above about 20% (passing the limit was not always enough); inactive = the rest.
SMILES,FXIIa inh mix,CatL block,C1s inh,DUSP1 inh,FXIa inh mix,Cdc25B block,5HT1a ag,CatG inh,Hsp90 block
CCCCCCc1c(O)nc(SCC(=O)O)[nH]c1=O,7,-4,-12,0,7,-14,-0.4,3,0
CCNc1nc(OC)nc(SCC(N)=O)n1,8,x,-25,0,-5,-4,-2.5,4,-1
CCCc1cc2c(=O)c(-c3ccccn3)c(C)oc2cc1O,4,-2,14,4,6,-5,-2.5,9,0
CCOC(=O)c1cnc2scnn2c1=O,-1,-1,-4,-5,8,-15,-1.6,-1,0
Cn1c(=O)c2nc(-c3ccccc3)oc2c2ccccc21,-5,-17,-96,32,-14,-7,1.7,-10,-3
CCOC(=O)Cc1cc(=O)n(-c2nc3ccccc3s2)[nH]1,1,8,-3,-8,7,7,-1.9,-5,-7
O=c1cc(N2CCN(c3ccc(F)cc3)CC2)[nH]c(=O)n1C1CCCCC1,1,6,-28,7,3,7,0.7,-8,0
C=CCn1c(-c2ccco2)n[nH]c1=S,3,1,-9,3,2,-27,-0.5,7,-2
O=C(Nn1cnnc1)c1ccccc1CCc1ccccc1,6,0,9,24,9,4,-2.0,5,-1
NS(=O)(=O)c1ccc(CCNc2ncnc3sccc23)cc1,4,6,1,29,-3,-2,-3.9,-2,-5
CCc1nc(OCCN(CC)CC)c2oc3ccccc3c2n1,4,-8,12,1,5,-1,-3.0,7,0
CC1CCCC(C)N1c1nnc(NC(=O)Cn2c(=O)oc3ccccc32)s1 (configuration not stated),1,6,15,17,6,3,-2.0,7,-1
O=C(CNC(=O)c1cccs1)OCC(=O)c1cccs1,6,x,-4,29,10,4,-1.2,-1,-4
CCCc1cc(=O)[nH]c(SCC(=O)N(Cc2ccccc2)C(C)C)n1,-16,-5,13,7,5,5,-0.4,10,-4
CCOC(=O)Nc1nnc(CCc2ccccc2)s1,1,17,-1,30,13,5,1.6,-1,-1
COc1ccc(C)cc1NC(=O)c1nnn(CCc2ccccc2)c1N,32,17,3,0,2,8,2.2,8,-4
O=C(CSc1nnc(C2COc3ccccc3O2)o1)NC1CCCCC1 (configuration not stated),5,13,4,5,-3,-10,0.9,-1,-2
Cc1cccc(-n2nnnc2SCC(=O)NCCN2C(=O)CSC2=O)c1,-10,-4,-10,3,10,-1,-0.7,20,-2
O=C(CN1C(=O)CCS(=O)(=O)c2ccccc21)Nc1ccc2c(c1)OCCO2,13,-10,-28,6,-1,5,0.4,4,-2
CCCOc1nc2c(c(=O)n(C)c(=O)n2C)n1CCC,5,12,-16,1,-8,-3,2.0,6,x

# Exported with tabs: entries from further up
compound	FXIIa inh mix	CatL block	C1s inh	DUSP1 inh	FXIa inh mix	Cdc25B block	5HT1a ag	CatG inh	Hsp90 block
O=C(CSc1nnc(C2COc3ccccc3O2)o1)NC1CCCCC1 (configuration not stated)	5	13	4	5	-3	-10	0.9	-1	-2
COc1ccc(C)cc1NC(=O)c1nnn(CCc2ccccc2)c1N	32	17	3	0	2	8	2.2	8	-4
CCOC(=O)Cc1cc(=O)n(-c2nc3ccccc3s2)[nH]1	1	8	-3	-8	7	7	-1.9	-5	-7
CCc1nc(OCCN(CC)CC)c2oc3ccccc3c2n1	4	-8	12	1	5	-1	-3.0	7	0
CC1CCCC(C)N1c1nnc(NC(=O)Cn2c(=O)oc3ccccc32)s1 (configuration not stated)	1	6	15	17	6	3	-2.0	7	-1

# Other structures follow.
SMILES,FXIIa inh mix,CatL block,C1s inh,DUSP1 inh,FXIa inh mix,Cdc25B block,5HT1a ag,CatG inh,Hsp90 block
Cc1cccc2c1nc(-c1ccccc1)n1nnnc21,3,-5,3,0,-3,1,0.9,9,1
Cc1nn(-c2ccc(C(=O)O)cc2)c(=O)c2ccccc12,1,-9,10,5,6,-5,-1.4,10,-3
CCCC(=O)Nc1ccc2c(c1)nc1n2CCOC1,4,-10,17,-14,9,3,-0.8,9,1
CCCCOc1ccccc1C1NC(=O)NC(C)=C1C(=O)OCCOCC (configuration not stated),-15,13,6,9,12,0,-0.5,3,-1
OC(COc1ccc2c(c1)CCC2)CN1CCN(c2ccccc2F)CC1 (configuration not stated),5,x,-32,-3,20,-14,0.8,-1,-1
COc1ccc(Nc2nc(OC)nc(N3CCN(c4ccc(OC)cc4)CC3)n2)cc1,0,8,16,-1,12,-15,-1.7,16,-3
CC1(C)Oc2ccc3ccc(=O)oc3c2/C(=C/NCCO)C1=O,10,14,3,6,4,15,-2.0,-1,0
O=S(=O)(N[C@@H]1C[C@H]2CC[C@@H]1C2)c1cccs1,x,23,x,-21,x,21,-1.6,x,-1
O=C(N[C@@H](Cc1ccccc1)C(=O)O)c1cccnc1,12,12,11,1,9,-4,-3.6,8,-2
CCC1(CC)C(=O)C(C)(C)C(=O)OC1c1ccccn1 (configuration not stated),8,x,-1,-6,-4,-10,0.2,7,-2
CCOC(=O)c1cc(-c2ccc(C)o2)nn1CCC#N,-1,15,9,1,6,2,-2.6,9,x
CCOc1ccc(Br)cc1-c1noc(-c2cccs2)n1,7,17,-1,5,-2,-1,0.6,3,-1
O=C(CSc1ncnc2c1nnn2-c1ccc(F)cc1)NCc1ccco1,-4,18,-15,12,0,-5,-1.7,-4,-2
CN(C)CCCCCNCCCNC(=O)/C=N\O,1,-10,-44,8,-29,7,-4.0,-3,0
CCC(C(=O)Nc1nc(C)cs1)c1ccccc1 (configuration not stated),0,2,8,27,12,3,1.1,-6,-10
CCOc1cc2c(cc1OCC)C(C(=O)O)C(c1ccc(OC)c(O)c1)N(C)C2=O (configuration not stated),10,13,-3,6,5,-3,0.9,-3,-2
Cc1cc2cc(CN(CC3CCCO3)C(=O)c3cnccn3)c(=O)[nH]c2cc1C (configuration not stated),2,-1,-14,-2,-4,-4,1.4,-3,2
O=C(CN1CCN(c2ccccn2)CC1)N1c2ccccc2CCc2ccccc21,6,2,10,1,4,8,1.5,11,-2
COc1cc(OC)cc(-c2nnc(SCc3cccnc3)o2)c1,11,-10,18,-14,8,2,-1.9,11,-1
Cc1cc(C)nc(NCC(O)COc2ccccc2C)n1 (configuration not stated),4,13,-35,-10,-3,-1,-1.0,-7,4
COc1ccc(C2C(C(=O)N3CCC(C)CC3)c3ccccc3C(=O)N2C)cc1 (configuration not stated),3,-8,-25,3,10,-9,-0.1,-3,-1
COC(=O)c1ccc2c(c1)NC1=C(C(=O)CC(C)(C)C1)C(c1ccncc1)N2 (configuration not stated),4,21,-25,-3,2,-4,-0.4,2,-3
O=C(Nc1ccc2nc(C3CC3)n(Cc3ccc(F)cc3)c(=O)c2c1)c1ccco1,6,-6,2,19,6,4,0.7,4,-2
CCn1c(C(O)c2cccc(OC)c2OC)nc2ccccc21 (configuration not stated),6,19,14,3,-3,1,1.5,-7,0
Cc1c(NC(=O)CC(=O)Nc2c(C)n(C)n(-c3ccccc3)c2=O)c(=O)n(-c2ccccc2)n1C,8,-4,1,10,3,-11,0.2,-2,-2
Cc1cccc(N2CCN(c3cc(C)nc4nnnn34)CC2C)c1 (configuration not stated),8,8,2,9,4,-2,0.5,-1,-2
O=C(NCCCn1ccnc1)c1cccc(S(=O)(=O)Nc2ccccc2F)c1,7,-4,-2,-1,-4,-5,-1.2,9,x
Cc1ccccc1NC(=O)CCn1c(=O)oc2ccccc21,10,6,-17,8,0,-4,-0.3,-2,0
N#CCC(=O)Nc1ccccc1C(=O)O,-15,11,13,5,3,-23,-1.7,12,x
CCOC(=O)c1cnc(-n2nc(C)cc2C)nc1N1CC(C)OC(C)C1 (configuration not stated),3,10,-5,-10,0,2,0.2,0,-7
CCOC(=O)N1CCN(C(=O)c2ccc3c(=O)n(CCc4ccccc4)c(=O)[nH]c3c2)CC1,-2,0,-15,13,0,-8,1.8,-9,2
Cc1cc(NC(=O)CCN2C(=O)C3C4C=CC(C4)C3C2=O)c2ccccc2n1 (configuration not stated),1,4,10,5,9,-24,-3.7,7,3
Clc1cc(Cl)c2nc(N3CCCCC3)sc2c1,6,-8,1,-2,-8,24,-4.4,9,0
Cc1ccc(-c2noc(CN(C(=O)c3cccs3)C(C)C)n2)cc1,8,19,5,8,-1,-9,1.8,-3,-3
Cc1ccc(NC(=O)CN(c2cc(C)cc(C)c2)S(=O)(=O)c2c(C)noc2C)nc1,12,x,-5,5,0,-15,-2.6,7,2
Cc1ccc(N2CC(C(=O)Nc3cccnc3)CC2=O)cc1 (configuration not stated),29,-2,-228,10,-43,10,-2.0,-26,-5
CN1C(=O)CC(C(=O)O)SC1=Nc1cccc(C(F)(F)F)c1 (configuration not stated),-21,21,-15,1,5,-9,-2.5,-1,-4
c1ccc(-c2nc3ccccc3nc2N2CCOCC2)cc1,16,27,13,-20,8,-4,-0.5,12,-4
CCCCCn1c(CCNC(=O)CCC)nc2ccccc21,4,29,-11,3,4,-11,0.7,6,0
Cc1cc(NC(=O)c2cc3n(n2)C(C(F)(F)F)CC(c2ccco2)N3)n(-c2ccccc2)n1 (configuration not stated),x,x,x,-11,x,-3,-0.2,x,-3
CCn1c(SCC(=O)N2CCCc3ccccc32)nnc1-c1cccs1,-17,-2,0,-8,9,-7,-0.1,3,-6
O=C(Nc1ccc2c(c1)ncn2C1CCCCC1)c1ccco1,-4,17,0,4,4,-16,-4.1,5,-4
Cc1ccc(C(=O)CCC(=O)Nc2cccnc2)cc1C,5,10,-1,3,9,4,0.9,3,-1
CCc1ccc(-c2nc(CN3CCC(C(=O)NCc4ccc(F)cc4)CC3)c(C)o2)cc1,6,1,12,38,3,-30,-2.6,13,-3
CC(C)Cn1c(N)c(C(=O)NCC2CCCO2)c2nc3ccccc3nc21 (configuration not stated),4,-78,-44,32,13,-12,0.1,-4,-5
COc1cccc(CNC(=O)C2CCN(S(=O)(=O)N3CCCC3)CC2)c1,3,3,-32,4,6,-6,-1.0,1,0
COC(=O)CNc1n[nH]c(=S)[nH]c1=O,1,x,10,-32,4,-29,-2.7,6,-2
Cc1ccc(NC(=O)CSC2=C(C#N)C(c3ccco3)C3=C(CC(C)(C)CC3=O)N2)cc1 (configuration not stated),5,9,-14,2,5,-8,-1.2,-2,-5
CCOc1cc(C(=O)N(C)c2ccccc2)cc(OCC)c1OCC,4,5,-4,5,-3,-7,-8.5,-4,-2
CCc1cc2c(=O)n(Cc3ccco3)c(SCC(=O)N3CCCc4ccccc43)nc2s1,0,13,-17,27,6,-6,-2.9,-8,-5
CCOC(=O)c1ccc(NC(=O)COc2ccc(-n3cnnn3)cc2)cc1,13,10,-23,8,-1,2,9.7,-46,3
Cc1ccc(C2/C(=C(/O)c3ccccc3)C(=O)C(=O)N2CCN2CCOCC2)o1 (configuration not stated),2,-13,3,15,4,4,-1.6,6,-5
O=C(CCCN1C(=O)c2ccccc2C1=O)Nc1ccc(Br)cn1,2,16,4,-20,1,-3,-0.1,9,-4
Cn1c(N)c(C(=O)COC(=O)c2cccs2)c(=O)n(C)c1=O,6,5,10,14,1,-4,-0.1,8,-4
Cc1nnc(NC(=O)C2C3C=CC(O3)C2C(=O)O)s1 (configuration not stated),7,13,2,-8,-4,-2,-0.5,6,-4
COc1ccc(Cn2nnnc2C(CC(C)C)N2CCN(c3ccccc3)CC2)cc1 (configuration not stated),-14,-13,1,11,7,-14,-0.1,-2,4
Cc1nc(NC(=O)COC(=O)C(NC(=O)c2ccco2)C(C)C)c(Cl)cc1Cl (configuration not stated),0,-1,2,10,12,-1,0.3,-1,-7
Fc1ccc(-n2[nH]nnc2=S)cc1N1CCCC1,5,x,21,9,7,-8,-0.5,10,x
O/N=C(/Cc1ccccn1)c1ccccc1,-18,1,-2,1,8,-5,-2.9,0,-1
CCOC(=O)C(CC(C)C)CP(=O)(O)CNC(=O)OCc1ccccc1 (configuration not stated),1,5,4,28,-3,5,-2.2,9,-5

# Taken from above:
# CCc1ccc(-c2nc(CN3CCC(C(=O)NCc4ccc(F)cc4)CC3)c(C)o2)cc1 in C1s inh is listed with 12
# CC(C)Cn1c(N)c(C(=O)NCC2CCCO2)c2nc3ccccc3nc21 (configuration not stated) in FXIIa inh mix is listed with 4
# Cc1nc(NC(=O)COC(=O)C(NC(=O)c2ccco2)C(C)C)c(Cl)cc1Cl (configuration not stated) in FXIIa inh mix is listed with 0
# Cc1ccc(NC(=O)CSC2=C(C#N)C(c3ccco3)C3=C(CC(C)(C)CC3=O)N2)cc1 (configuration not stated) in FXIIa inh mix is listed with 5
